OX1R antag-1: blocks the human orexin 1 receptor | O43613 | CHO/OX1R cells, Fluo-8 calcium fluorescence, orexin A | inhibition, % at 5 µM | 0.43% of 330,000 active | AID 434989;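 active = inhibition above its plate's threshold, mean inhibition of all tested compounds on the plate plus 3 SD, cut at about 37% in these data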;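 also: 0% = orexin A challenge wells and 100% = SB-334867-A antagonist wells; not every result past the cut was called active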
Target sequence (O43613 whole entry, looked up): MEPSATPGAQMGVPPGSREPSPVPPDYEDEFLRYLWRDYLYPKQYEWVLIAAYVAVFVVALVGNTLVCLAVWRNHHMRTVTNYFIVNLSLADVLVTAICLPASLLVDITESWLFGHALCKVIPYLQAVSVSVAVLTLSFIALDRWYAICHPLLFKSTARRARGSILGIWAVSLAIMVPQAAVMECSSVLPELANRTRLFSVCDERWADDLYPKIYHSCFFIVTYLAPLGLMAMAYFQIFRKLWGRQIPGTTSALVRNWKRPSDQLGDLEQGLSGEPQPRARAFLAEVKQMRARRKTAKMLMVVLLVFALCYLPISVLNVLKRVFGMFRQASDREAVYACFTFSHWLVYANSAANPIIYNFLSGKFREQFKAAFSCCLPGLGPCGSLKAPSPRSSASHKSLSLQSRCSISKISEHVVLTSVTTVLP
OX1R antag-2: OX1R (human) antagonism | AID 485270 | O43613 | inhibition, % at 6.6 µM | OX1R-expressing cells, FRET antagonist read-out | 1.8% of 330,000 active; in the data active = inhibition mostly above about 38%, no sharp cut-off; inactive = mostly below about 40%;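 also: 0% = agonist challenge alone and 100% = reference antagonist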
Numbers without * were called inactive. This is a random part of the collection (roughly 2.1% active in at least one column).

#	OX1R antag-1	OX1R antag-2	molecule
1	-22	19	CC(C)c1nc(SCC(=O)Nc2c[nH]c(=O)[nH]c2=O)c2cnn(-c3ccccc3)c2n1
2	-11	7	COc1cc2[nH]c(=S)nc(NCc3cccc(Cl)c3)c2cc1OC
3	1	25	C=CCn1c(=NC(=O)c2ccc(S(=O)(=O)N3CCc4ccccc4C3)cc2)sc2cc(S(N)(=O)=O)ccc21
4	-14	8	Cc1cc2cc(CNC(=O)Cc3ccc([N+](=O)[O-])cc3)ccc2[nH]1
5	-33	18	Cc1noc(C)c1COc1ccc(C(=O)N2CCN(c3ccccc3F)CC2)cc1
6	-2	3	N#CCCN1CCCc2cc(N=Nc3ccc(C(F)(F)F)cc3)ccc21
7	30	74*	Cc1ccc(S(=O)(=O)N2[C@@H](c3cccc(Cl)c3)C(C(=O)O)=CC[C@H]2c2ccc(Cl)cc2)cc1
8	-25	21	CCN1CCN(CCCNC(=O)c2ccc3c(c2)N(Cc2ccccc2)CCS3)CC1
9	-31	15	Cc1ccc(C(=O)N/C(=C/C=C/c2ccccc2)C(=O)NCc2ccco2)cc1
10	-11	48	CC(C)C[C@H]1CN=C(N(C)C)N1CC1CCCCCC1
11	19	21	CC(C)CNC(=S)N1CCC(c2nc(-c3ccc(F)cc3)no2)CC1
12	-11	4	CCOC(=O)C1CCCCN1Cc1ccc(OC)c(OC)c1OC (centres undefined)

From no. 1 as far as 4, as listed above:
#	OX1R antag-1	OX1R antag-2	molecule
1	-22	19	CC(C)c1nc(SCC(=O)Nc2c[nH]c(=O)[nH]c2=O)c2cnn(-c3ccccc3)c2n1
2	-11	7	COc1cc2[nH]c(=S)nc(NCc3cccc(Cl)c3)c2cc1OC
3	1	25	C=CCn1c(=NC(=O)c2ccc(S(=O)(=O)N3CCc4ccccc4C3)cc2)sc2cc(S(N)(=O)=O)ccc21
4	-14	8	Cc1cc2cc(CNC(=O)Cc3ccc([N+](=O)[O-])cc3)ccc2[nH]1

(listing goes on)
#	OX1R antag-1	OX1R antag-2	molecule
13	-17	4	O=C(CN(c1ccc(Cl)cc1)S(=O)(=O)c1ccc(Cl)c([N+](=O)[O-])c1)NCCc1ccc(F)cc1
14	7	27	Cc1cc(/C=C2\C(=O)NN(c3ccccc3)C2=O)c(C)n1-c1ccccc1O
15	-16	25	CCOC(=O)Cc1nn[nH]n1
16	-18	20	CCN(CC)c1nc(Nc2ccc(Cl)cc2)nc(OCC#N)n1
17	8	52	CC(=O)SCC(=O)N=c1sc2cc(F)ccc2n1C
18	-29	15	CCOC(=O)c1sc2nc(C)nc(NCc3ccc(Cl)cc3)c2c1C
19	-2	10	Cc1cccc(C(=O)NCC(=O)OCc2cc(=O)n3ccsc3n2)c1
20	-10	39	Cc1ccc(NC(=O)C2CCCN2S(=O)(=O)c2cccc3cccnc23)cc1F (centres undefined)
21	-11	22	CCCc1cc(C(=O)OC)c2ccccc2n1
22	-22	12	Cc1c(C(=O)OCC(=O)N2CC(=O)Nc3ccccc32)oc2ccc(Br)cc12
23	-10	25	COc1cc(C2SCC(=O)N2CCCN(C)C)cc(OC)c1OC (centres undefined)
24	-40	4	CCCn1c(=N)n(CC(=O)c2ccc(Cl)cc2)c2ccccc21

7 entries out of the list above, sorted by their value in OX1R antag-1, high to low.
| cpd | structure | OX1R antag-1 |
| --- | --- | --- |
| 17 | CC(=O)SCC(=O)N=c1sc2cc(F)ccc2n1C | 8 |
| 14 | Cc1cc(/C=C2\C(=O)NN(c3ccccc3)C2=O)c(C)n1-c1ccccc1O | 7 |
| 15 | CCOC(=O)Cc1nn[nH]n1 | -16 |
| 13 | O=C(CN(c1ccc(Cl)cc1)S(=O)(=O)c1ccc(Cl)c([N+](=O)[O-])c1)NCCc1ccc(F)cc1 | -17 |
| 16 | CCN(CC)c1nc(Nc2ccc(Cl)cc2)nc(OCC#N)n1 | -18 |
| 22 | Cc1c(C(=O)OCC(=O)N2CC(=O)Nc3ccccc32)oc2ccc(Br)cc12 | -22 |
| 18 | CCOC(=O)c1sc2nc(C)nc(NCc3ccc(Cl)cc3)c2c1C | -29 |

Other entries
#	OX1R antag-1	OX1R antag-2	molecule
25	0	47	O=C(Nc1ccc(NC(=O)c2ccc([N+](=O)[O-])cc2[N+](=O)[O-])cc1)c1ccco1
26	-18	41	CC(C)C(=O)Nc1ccc2c(c1)oc1ccccc12
27	-10	19	COc1cc(NC(=O)COC(=O)c2ccccc2F)cc(OC)c1
28	3	3	O=C1Nc2cc(Cl)c(Cl)cc2N(O)N1c1ccc(Cl)cc1
29	-17	11	O=C(Nc1ccccn1)c1cccc(S(=O)(=O)N2CCCC2)c1
30	13	6	CCOC(=O)CC1C(=O)NCCN1Cc1cccs1 (centres undefined)
31	-19	8	COc1ccccc1N1CCN(C(=O)COc2cc(C)ccc2C)CC1
32	-6	9	Cc1cc(C(F)(F)F)nn1C(=O)c1cccnc1Cl
33	2	13	C[C@@H]1O[C@@H](OC[C@H]2O[C@@H](Oc3c(-c4ccc(O)c(O)c4)oc4cc(O)cc(O)c4c3=O)[C@H](O)[C@@H](O)[C@@H]2O)[C@H](O)[C@H](O)[C@H]1O
34	-27	26	COc1ccc(CNC(=O)COc2cc3c(c4oc(=O)cc(C)c24)CCC(C)(C)O3)cc1
35	-14	-9	O=C(Cc1c(Cl)cccc1Cl)NC1=NCCS1
36	-12	5	Cc1c(C(=O)NCc2cccs2)oc2ccccc12
37	-30	9	Cc1ccnc(NC(=S)N2CCN(c3cccc(C(F)(F)F)c3)CC2)c1
38	-17	19	COCCn1c(=NC(=O)C(C)(C)C)sc2cc([N+](=O)[O-])ccc21
39	-14	51*	CCOC(=O)c1cc2c(=O)n3ccccc3nc2n(CCCOC)c1=NC(C)=O
40	-2	59*	CCOc1ccc(N=Nc2c(=O)[nH]n3c(=O)cc(C)[nH]c23)cc1
41	-10	-2	COc1ccc(CN2CCN(Cc3ccco3)CC2)cc1
42	-8	24	CCC(C(=O)Nc1ccccc1)c1ccccc1 (centres undefined)
43	0	9	COc1ccc(Cl)cc1Nc1nc2ccc(C)cc2n2cnnc12
44	-18	17	CC(=O)N(C)c1ccc(NC(=O)C(Sc2ccccc2)c2ccccc2)cc1 (centres undefined)
45	-16	29	Cc1ccc(N(CC2CO2)S(=O)(=O)c2ccc([N+](=O)[O-])cc2)cc1 (centres undefined)
46	3	14	Nc1ccn([C@@H]2O[C@H](COS(=O)(=O)O)[C@@H](O)[C@H]2O)c(=O)n1
47	-11	27	Cc1ccccc1NC(=O)C(c1ccccc1)C1CCCC1 (centres undefined)
48	-18	-6	O=Cc1ccc(OCCCOc2cccc3cccnc23)cc1
49	-6	8	Cc1ccc(S(=O)(=O)CCC(=O)OCC(=O)c2ccc(C)c(C)c2)cc1
50	-11	6	COC(=O)Cc1cc(=O)n2[nH]c(C)nc2n1
51	-19	18	Cc1ccc(N2CC(C(=O)N3CCC(C(=O)Nc4cccc(Br)c4)CC3)CC2=O)cc1 (centres undefined)
52	-6	11	C/C(CC(=O)Nc1ccc(N(C)C)cc1)=N\NC(=O)c1cnccn1
53	10	45	Cc1cc(NC(=O)CCC(=O)N(c2ccccc2)C(C(=O)NCC2CCCO2)c2cccnc2)no1 (centres undefined)
54	-23	-2	ClC(=C\c1ccccc1)/C=N/N1CCN(c2ccccn2)CC1
55	-26	8	O=C(C[n+]1cc(Br)cc(Br)c1)c1ccc(-c2ccccc2)cc1
56	-17	52	Cc1ccccc1N=Cc1cc2c(cc1[N+](=O)[O-])OCO2
57	-6	17	O=C1CSC(c2cccc([N+](=O)[O-])c2)N1CCN1CCCCC1 (centres undefined)
58	-7	11	CCOC(=O)C1CCCN(c2c(N3CCN(c4ccccn4)CC3)c(=O)c2=O)C1 (centres undefined)
59	-4	13	COC(=O)Cc1c(C)nc2nc(-c3ccc(C)cc3)[nH]n2c1=O
60	-42	5	Cc1ccc(NC(=O)C2CCN(C(=O)OC(C)(C)C)CC2)cc1S(=O)(=O)N1CCCCC1

Down the list, quoted from above.
Compounds 49–60 in OX1R antag-2, in turn: 8, 6, 18, 11, 45, -2, 8, 52, 17, 11, 13, 5

A different layout for some results above.
(56) Cc1ccccc1N=Cc1cc2c(cc1[N+](=O)[O-])OCO2
  OX1R antag-1 = -17
  OX1R antag-2 = 52

(57) O=C1CSC(c2cccc([N+](=O)[O-])c2)N1CCN1CCCCC1 (centres undefined)
  OX1R antag-1 = -6
  OX1R antag-2 = 17

(58) CCOC(=O)C1CCCN(c2c(N3CCN(c4ccccn4)CC3)c(=O)c2=O)C1 (centres undefined)
  OX1R antag-1 = -7
  OX1R antag-2 = 11

(59) COC(=O)Cc1c(C)nc2nc(-c3ccc(C)cc3)[nH]n2c1=O
  OX1R antag-1 = -4
  OX1R antag-2 = 13

Remaining list, next part.
#	OX1R antag-1	OX1R antag-2	molecule
61	-19	38*	CCOC(=O)Cn1c(O)c(N=NC(=O)CNC(=O)Cc2ccccc2)c2ccccc21
62	-11	18	CCCCC(=O)Nc1c2c(nn1-c1ccc([N+](=O)[O-])cc1)CS(=O)(=O)C2
63	-17	17	CCOC(=O)c1ccc(NC(=O)Cn2c(C)nc3c(sc(=S)n3CC)c2=O)cc1
64	-36	16	CCNC(=S)N(CCc1c(C)[nH]c2ccc(C)cc12)Cc1ccco1
65	-11	12	CN1CCN(C(c2cccc(C(F)(F)F)c2)c2nnnn2C(C)(C)C)CC1 (centres undefined)
66	-17	16	Cc1ccc(SCCNC(=O)/C=C/c2ccc(Cl)cc2)cc1
67	-14	-3	CCOC(=O)C1(C)NC(c2ccc(O)cc2)C2C(=O)N(c3ccccc3)C(=O)C21 (centres undefined)
68	-17	18	CCOc1ccc(NC(=O)CN(C)C(=O)c2cc([N+](=O)[O-])ccc2N2CCOCC2)cc1OCC
69	-8	29	COc1ccc(NC(=O)c2cc3c(s2)CCC(C)C3)cc1S(=O)(=O)N1CCOCC1 (centres undefined)
70	-2	0	Cc1ccc(S(=O)(=O)c2cn(C)c3cc(N4CCN(C)CC4)c(F)cc3c2=O)c(C)c1
71	-22	12	Cc1ccc(NC(=O)C2=CC(c3cccs3)=NS(=O)(=O)N2C)cc1
72	0	3	Cc1nnc(SCCC(=O)Nc2ccc(Cl)cc2)o1
73	-12	29	COc1nc(Nc2ccccc2)nc(OC)n1
74	-22	78	Cn1c(=O)c2c(nc(-n3ccnc3)n2Cc2ccc([N+](=O)[O-])cc2)n(C)c1=O
75	-14	27	CC(=O)c1c(C)[nH]c(C(=O)CSc2nnc(C)s2)c1C
76	-22	15	CCOC(=O)c1cc(C(=O)c2cc(Cl)ccc2O)coc1=N
77	-14	25	COc1ccc(OC)c(NC(=O)CCNS(=O)(=O)c2cccs2)c1
78	-2	18	CCCc1cc(=O)[nH]c(SCC(=O)OCc2ccccc2)n1
79	-42	19	O=C(CN1CCN(Cc2ccc3c(c2)OCO3)CC1)Nc1cc(S(=O)(=O)N2CCCC2)ccc1Cl
80	-22	31	O=C(NC1CCCC1)c1ccc(COc2ccccc2Br)o1
81	-12	14	CCCCc1c(O)nc2ccccn2c1=O
82	-16	9	COC(=O)c1c(NC(=O)CSc2ncn[nH]2)sc(C)c1C
83	-26	9	O=C(CCCN1C(=O)/C(=C/c2ccccc2Cl)SC1=S)NNC(=O)c1cccnc1
84	-13	1	O=C(/C=C/c1c(Cl)cccc1Cl)N1CCOCC1
85	-5	9	Cc1ccc(CCNC(=O)Cc2ccc(NC3=NC4CS(=O)(=O)CC4S3)cc2)cc1 (centres undefined)
86	-21	2	CCC(=O)N1c2ccc(S(=O)(=O)CCC(=O)N3CCN(c4ccccc4F)CC3)cc2CC1C (centres undefined)
87	-27	-8	CCOC(=O)c1c(C)[nH]c(C(=O)CN2C(=O)NC(C)(c3ccc4ccccc4c3)C2=O)c1C (centres undefined)
88	3	12	CC(=O)Nc1ccc(OCC(O)Cn2ccnc2)cc1 (centres undefined)
89	-15	8	CC(=O)c1c(O)cc(C)n(Nc2nc(C)cc(C)n2)c1=O
90	2	2	CC1CC(=O)c2cnc(NCc3ccco3)nc2C1 (centres undefined)
91	-6	52	COCCNC(=O)/C(C#N)=C/C=C/c1ccccc1
92	-12	22	COc1ccc(OC)c(NC(=O)CN(Cc2ccccc2)S(C)(=O)=O)c1
93	-27	12	Cc1onc(-c2ccccc2)c1C(=O)Nc1ccc(S(=O)(=O)N2CCCC2)cc1
94	-34	9	CCN(C(=O)COC(=O)c1cnccn1)c1cccc2ccccc12
95	-11	8	COc1ccc(C(=O)COC(=O)c2ccccn2)c(OC)c1
96	-3	5	CC(C)C(C)NC(=O)CN1C(=O)NC2(CCc3ccccc32)C1=O (centres undefined)
97	-14	36	COc1ccc2nc(/N=C(\N)NC(=O)N3c4ccccc4Sc4ccccc43)nc(C)c2c1
98	-12	9	CCN1CCN(c2ccc(S(=O)(=O)N3CCOCC3)cc2NC(=O)c2cccc([N+](=O)[O-])c2)CC1
99	-16	59	O=c1[nH]cnc2c([N+](=O)[O-])cccc12
100	-41	17	O=C(CCNC(=O)c1ccc(Cl)cc1)Nc1ccccc1N1CCCCC1
101	-25	11	CCOC(=O)c1c(NC(=O)OC)sc(C(=O)N(CC)CC)c1C
102	-8	6	CC(Oc1ccc(Cl)cc1Cl)C(=O)NNC(=O)c1ccncc1 (centres undefined)
103	-15	14	Cc1c(N=C/C=C2\N(C)c3ccccc3C2(C)C)c(=O)n(-c2ccccc2)n1C
104	-3	22	O=C(CN1CCN(Cc2ccc(Cl)cc2)CC1)N1CCc2ccccc21
105	14	5	CCCCCOc1ccc(NS(C)(=O)=O)cc1
106	-21	1	CCOC(=O)c1ccc(NC(=O)c2sc3nc4n(c(=O)c3c2C)CCC4)cc1
107	-29	18	O=C(Nc1ccccc1C(=O)NC1CCCC1)NC1CCCC1
108	-17	9	CC1(C)CC(=O)C(C(O)c2ccc([N+](=O)[O-])cc2)C(C)(C)N1 (centres undefined)
109	-7	7	COc1ccc(NC(=O)C(Sc2nnc3ccccn23)c2ccccc2)cc1Cl (centres undefined)
110	-17	11	CN(C(=O)CSc1nnc(-c2ccccc2F)o1)c1ccccc1
111	-9	12	CCS(=O)(=O)N1CCN(S(=O)(=O)c2ccc3c(c2)OCCO3)CC1
112	-14	14	CCOC(=O)Cn1ccc(O)c(Cc2ccc(Cl)cc2Cl)c1=O
113	-13	12	CC(C)CCNC(=O)CSc1nc2ccccc2s1
114	-12	34	CCOc1ccc(Nc2nc3ccccc3n2C)cc1
